# Source: PubChem BioAssay
# KinaseGlo FLuc – Counterscreen for Luciferase (Kinase-Glo TM) Inhibition. Luciferin 4-monooxygenase (Photuris pensylvanica), Q27757. Kinase-Glo luciferase, ATP luminescence, 8 min. Potency, µM (top dose mostly 38.3 µM), inactives show at the top dose activity change, negative = inhibition, actives largely listed as inhibitors. 0.28% of 200,000 active. AID 1379, 2008; further: potency means the concentration at half of the fitted maximal effect; on the % scale 0 is the no-effect control and ±100 the full control effect; nearly all actives have a fitted effect of over 60% in size
#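 Substrate mix (final 50 mM imidazole pH 7.2, 50 mM KCl, 7 mM MgCl2, 10 uM ATP, 0.01% Tween 20, 0.05% BSA) plus pin-tool compound, then Kinase-Glo detection mix; 8 min ambient, luminescence read.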
# CBFb-RUNX1 inh – qHTS Assay for Compounds Blocking the Interaction Between CBF-beta and RUNX1 for the Treatment of Acute Myeloid Leukemia. Runt-related transcription factor 1 (Homo sapiens) + Core-binding factor subunit beta …. AlphaScreen CBFb-His/RUNX1-biotin binding, biochemical. Potency, µM (highest dose often 59.8 µM), for the others: at the top dose activity, negative = inhibition, hits mostly inhibitors. 230,000 tested, under 10 active; further: % of control where 0% means no effect
# Target sequence (Q01196 whole entry, looked up): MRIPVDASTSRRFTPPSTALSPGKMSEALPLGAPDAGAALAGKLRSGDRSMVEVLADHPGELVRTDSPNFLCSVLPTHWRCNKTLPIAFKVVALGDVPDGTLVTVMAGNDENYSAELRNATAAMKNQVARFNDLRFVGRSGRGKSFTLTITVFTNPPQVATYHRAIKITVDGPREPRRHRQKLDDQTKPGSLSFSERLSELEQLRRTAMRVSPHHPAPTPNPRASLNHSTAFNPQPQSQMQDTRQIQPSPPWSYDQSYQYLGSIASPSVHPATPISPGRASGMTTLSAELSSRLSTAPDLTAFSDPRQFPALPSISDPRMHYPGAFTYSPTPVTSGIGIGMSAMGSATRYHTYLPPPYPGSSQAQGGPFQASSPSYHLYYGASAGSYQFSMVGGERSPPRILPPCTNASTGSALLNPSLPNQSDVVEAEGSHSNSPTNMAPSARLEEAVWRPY
# Target sequence (Q13951 whole entry, looked up): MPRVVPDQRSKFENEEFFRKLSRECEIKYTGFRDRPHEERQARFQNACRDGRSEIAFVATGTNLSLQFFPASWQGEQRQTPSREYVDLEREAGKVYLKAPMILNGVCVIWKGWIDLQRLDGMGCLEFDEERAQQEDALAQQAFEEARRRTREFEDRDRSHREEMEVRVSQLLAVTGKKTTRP
#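 Read-out: AlphaScreen. Format: His-CBF-beta with biotinylated RUNX1 (30 nM each) preincubated 20 min, compound 15 min, Ni-chelate plus streptavidin beads 90 min; room temperature throughout.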
# NPSR antagonist – qHTS Assay for Antagonists of the Neuropeptide S Receptor: cAMP Signal Transduction. Q6W5P4. CHO-NPSR cells, cAMP TR-FRET, antagonist mode. Potency, µM (titrated, usually from 38.3 µM), inactives show at the highest dose activity change, negative = inhibition, hits mostly inhibitors. 1% of 220,000 active. AID 1461, 2008; further: potency means the concentration at half of the fitted maximal effect; on the % scale 0 is the no-effect control and ±100 the full control effect; nearly all actives have a fitted effect of over 50% in size; many of its hits are not listed in these tables
# Target sequence (Q6W5P4 whole entry, looked up): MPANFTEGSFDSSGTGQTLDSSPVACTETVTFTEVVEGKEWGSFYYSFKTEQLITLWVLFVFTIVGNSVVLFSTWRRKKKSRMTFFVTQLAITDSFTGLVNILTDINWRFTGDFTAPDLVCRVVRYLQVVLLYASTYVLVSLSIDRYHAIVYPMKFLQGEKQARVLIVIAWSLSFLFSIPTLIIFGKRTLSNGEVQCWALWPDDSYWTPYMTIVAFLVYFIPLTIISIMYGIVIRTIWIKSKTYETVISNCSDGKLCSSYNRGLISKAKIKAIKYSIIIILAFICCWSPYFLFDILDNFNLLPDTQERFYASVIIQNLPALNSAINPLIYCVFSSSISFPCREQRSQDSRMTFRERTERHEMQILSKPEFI
# Epigenetic reg – Quantitative High-Throughput Screen for Regulators of Epigenetic Control; murine LDR cells, GFP reporter derepression, 30 h; Potency, µM (doses to about 53.9 µM), for inactives: top-dose GFP activation, most hits filed as activators; 0.2% of 280,000 active; AID 1865, 2009; further: potency means the concentration at half of the fitted maximal effect; % of control where 0% means no effect; nearly all actives have a fitted effect of over 60% in size
#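 In this reporter-derepression format, murine cells bearing a silenced integrated CMV-GFP locus incubate with test compound (30 h, 37 C), then are washed and imaged; fluorescent objects of 20–120 um count as induced cells.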
# aGal spleen mod – qHTS Assay for Inhibitors and Activators of Human alpha-Galactosidase From Spleen Homogenate; Alpha-galactosidase A (Homo sapiens), P06280; human spleen homogenate, 4MU-alpha-Gal fluorescence, 40 min; Potency, µM (series often up to 80 µM), inactives show at the top dose activity change, negative = inhibition, usual class: inhibitors; 0.008% of 240,000 active;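 further: potency means the concentration at half of the fitted maximal effect; 0% = enzyme with vehicle and -100% = no enzyme basal signal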
#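 Fluorogenic readout (Ex 365/Em 440 nm) of 4-methylumbelliferone released from 1 mM 4-MU-alpha-galactoside by spleen homogenate, 40 min at 37C, pH 5.0. Data normalized to no-enzyme and enzyme controls; Hill-equation AC50 from compound titrations.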
# LMNA splice mod – qHTS Assay for Modulators of Lamin A Splicing; HeLa LMNA splicing GFP/RFP minigene ratio, 48 h; Potency, µM (highest dose often 46.1 µM), inactives show at the highest dose ratio change, negative = inhibition, usual class: inhibitors; 0.01% of 200,000 active; active means well fitted inhibition curve with a large enough effect in the signal ratio, with a control signal flat, not every such curve was filed as active; inconclusive means small, poorly fitted or top-dose-only effect, or effect the other way, or a change in a side signal; the % refers to the signal ratio; further: potency means the concentration at half of the fitted maximal effect; on the % scale 0 is the no-effect control and ±100 the full control effect
#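 S3 HeLa cells stably expressing lamin A-EGFP splicing minigene plus DsRed2, 600 cells/well, 48 h compound exposure at 37C. Laser-scanning cytometry; analysed as GFP (500-530 nm)/RFP (575-640 nm) total intensity ratio; 0.5% DMSO vehicle.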
# IMPase Li inh – qHTS Assay for Identifying the Cell-Membrane Permeable IMPase Inhibitors: Potentiation with Lithium; Potency, µM (top dose mostly 59.4 µM), for the others: top-dose activity, negative = IMPase inhibition, most hits filed as inhibitors; 0.35% of 210,000 active; CHO-M1 cells, IP1 TR-FRET (IP-One), carbachol + lithium;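 further: IP1 builds up when IMPase is blocked and the TR-FRET signal falls; potency means the concentration at half of the fitted maximal effect; plate controls were basal vehicle for no effect and high inhibitor control for full effect; nearly all actives have a fitted effect of over 50% in size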
#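 Steps: plate 2000 CHO-M1 cells per well and culture 16–30 h; add compound and lithium; incubate 30 min, 37C; add d2-IP1 tracer and Eu cryptate anti-IP1 antibody in lysis buffer; read after 10 min at room temperature.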
# Numbers without * were called inactive; ? = inconclusive; . = no result given; & = joins results of further samples; [ ] = dose if it differs, or a comment. Unless noted, the call rests on the fitted dose curve; in most records, active means well fitted curve in the direction sought with a large enough effect; inconclusive means small, poorly fitted or top-dose-only effect, or another doubt; inactive means no such curve, though single readings can be large; an effect the other way counts as inactive or inconclusive. A portion of the library. The share of hits here may be higher or lower than overall.
Structure	KinaseGlo FLuc	CBFb-RUNX1 inh	NPSR antagonist	Epigenetic reg	aGal spleen mod	LMNA splice mod	IMPase Li inh
c1ccc2c(C3=NNC(=NC4CC4)SC3)c[nH]c2c1	-13%	-14%	2%	1.1%	4%	?	10%
CCCCN(C)CCNC(=O)c1nn(-c2ccc(OC)cc2)c(=O)c2c1c1ccccc1n2C	.	8%	-39%	1.3%&0.5%	2%	.	7%
O=S1(=O)N=C(N(CCO)/N=C/c2ccncc2)c2ccccc21	3%	-7%	10%	3.7%	6%	.	23%
CCN(CC)CCCNC(=O)CCC(=O)NNc1nc2ccccc2c2nc(C)nn12	-5%	-7%	5%	4.5%&2.2%	-2%	.	2%
Cc1cc(C)cc(-c2nnc(SCC(=O)N3CCN(C(=O)c4ccco4)CC3)o2)c1	10%	-1%	-5%[46.1 µM]	-1.1%	1%	6%	0%[38.3 µM]
CCc1ccc(CN2CC(C(=O)O)CC2=O)cc1 (centres undefined)	-2%	-1%	-1%[46.1 µM]	0.0%	-6%	3%	30%[38.3 µM]
c1ccc2c(C[n+]3csc4ccccc43)cccc2c1	0%	-12%	-14%[46.1 µM]	1.0%	1%	10%	-1%[38.3 µM]
COc1cccc(CNCc2cccnc2)c1OCc1ccccc1	-6%	9%	-2%	1.0%	4%	?	7%
COC(=O)c1c(NC(=O)CCCC(=O)O)sc2c1CCC2	17%	7%	-12%[46.1 µM]	0.0%	-2%	1%	22%[38.3 µM]
CCOC(=O)CNC(=O)Cn1c(C)cc2ccccc2c1=O	12%	1%	0%[46.1 µM]	-0.1%	-10%	4%	-11%[38.3 µM]
O=C1CC(c2nc3ccccc3[nH]2)CN1c1ccccc1 (centres undefined)	3%	9%	-3%[46.1 µM]	0.0%	0%	-13%	19%[38.3 µM]
CCN(CC)CCN(C)C(=O)c1ccc(OC2CCN(C(=O)C3CC3)CC2)cc1	0%	8%	-26%	6.7%	-3%	.	34%[activator]
O=C(O)CCc1ccc(-c2cccs2)n1NC(=O)c1cccs1	2%	1%	-1%	-1.0%	2%	19%[46 µM]	3%
Cc1cc(-c2ccccc2)n(-c2ccc(C(=O)NC(C)C)cc2)n1	-4%	1%	-10%[46.1 µM]	0.0%	8%	12%	1%[38.3 µM]
COc1ccc(-c2c3c(=O)n(C)c(=O)n(C)c3cn2-c2ccc(O)cc2)cc1	.	?	-15%	-2.8%	-13%	.	.

# (list continues)
Structure	KinaseGlo FLuc	CBFb-RUNX1 inh	NPSR antagonist	Epigenetic reg	aGal spleen mod	LMNA splice mod	IMPase Li inh
COc1ccc(CN2CCCC(CNC(=O)c3ccc(F)cc3)C2)c(F)c1 (centres undefined)	1%	4%	-4%	-2.7%	2%	.	19%
Cc1nnc(SCC(=O)NCc2ccc(F)cc2)[nH]c1=O	6%	-6%	5%	6.3%	-2%	.	0%
CSc1ncccc1C(=O)NC1CCCCCC1	-1%	10%	2%	-2.6%	6%	.	1%
Cc1ccc(OCc2nnc(SCC(=O)Nc3cccc4ccccc34)n2-c2ccccc2)cc1	2%	-3%	-41%	-1.0%	?	?	26%
O=C(COC(=O)CCSc1ccccc1Cl)Nc1ccc(F)cc1F	1%	3%	7%	-0.9%	-2%	-12%	4%
Cc1cc(C)c(S(=O)(=O)N2CCN(C(=O)N(C)C)CC2)c(C)c1	-2%	-1%	31%	-0.1%	-6%	?	-19%
COc1ccc(CN=Cc2c(C(F)(F)F)[nH][nH]c2=O)cc1	8%	1%	-7%[46.1 µM]	5.5%	-9%	9%	18%[38.3 µM]
COCCCN1C(=O)c2ccc(C(=O)O)cc2C1=O	16%	0%	-11%[46.1 µM]	-0.8%	-1%	1%	37%[38.3 µM]
O=C(C(=O)N1CCN(C(=O)c2ccco2)CC1)c1c[nH]c2ccccc12	1%	-3%	14%	-4.4%	3%	11%[9.22 µM]	-4%
CCc1ccccc1NC(=O)CC1S/C(=N\c2nccs2)N(CC)C1=O (centres undefined)	3%	-3%	-21%[46.1 µM]	-7.2%	2%	17%	7%[38.3 µM]
COc1ccc(-c2cc(C(=O)N3CCCCC3)no2)cc1OC	-5%	2%	-8%[46.1 µM]	0.0%	7%	2%	3%[38.3 µM]
N#CC12COC3(CCCCC3C1(C#N)C#N)OC2=N (centres undefined)	.	4%	-14%	1.1%	29%	.	.
CCCOc1ccc(C(CC(=O)O)NC(=O)C23CC4CC(CC(C4)C2)C3)cc1 (centres undefined)	-3%	-4%	-9%[46.1 µM]	0.7%	3%	0%	19%[38.3 µM]
Cc1ccc(F)cc1NC(=S)NCCc1ccccc1	2%	7%	6%	-1.1%	1%	-12%	3%
Cc1nnn(-c2nonc2N)c1C(=O)N/N=C/c1cccc2ccccc12	3%	8%	-8%	1.0%	-6%	-3%	0%

# (cont.)
Structure	KinaseGlo FLuc	CBFb-RUNX1 inh	NPSR antagonist	Epigenetic reg	aGal spleen mod	LMNA splice mod	IMPase Li inh
O=C(OCc1cnc(Cl)s1)c1cccs1	-1%	3%	1%	-1.3%	6%	.	7%
COc1ccc(-c2nnc3n2N=C(c2cccc(Br)c2)CS3)cc1OC	-5%	9%	2%[46.1 µM]	-3.0%	-8%	0%	-15%[38.3 µM]
O=C1c2ccsc2SCCN1Cc1ccccc1	.	4%	2%	-1.2%	6%	.	0%
CC(C)(C)c1ccc(CCC2OCC(C[N+]3(C)CCOCC3)O2)cc1 (centres undefined)	.	-19%	3%	0.0%	-7%	.	.
COc1ccc(CCn2c(C)ccc2C)cc1OC	1%	-6%	0%[46.1 µM]	-0.8%	-3%	-11%	6%
COc1ccc(N2CCN(C(CNC(=O)C(=O)NCc3cccs3)c3ccco3)CC2)cc1 (centres undefined)	1%	-28%	-13%	-1.5%	-7%	?	9%
O=C(N/C(=C/c1cccs1)C(=O)N1CCOCC1)c1ccccc1	2%	14%	17%	-4.5%	0%	3%[46 µM]	-2%
C=CCn1c(CCNC(=O)c2cccs2)nnc1SCC(=O)c1ccc(Cl)cc1	-4%	-1%	-13%[46.1 µM]	-1.0%	5%	6%	25%[38.3 µM]
C=CCCCCCCCC(=O)OC	.	13%	-10%	-1.5%	5%	.	-1%
Cc1cc(C)cc(-c2nnc(SCc3ccc(C(=O)O)cc3)o2)c1	-6%	-4%	-5%	0.0%	0%	6%[46 µM]	4%
Cc1cccc(C(=O)c2cnc3ccccc3c2-c2ccccc2)c1	-5%	?	?	1.9%	-1%	-12%	44%[activator][38.3 µM]
CCS(=O)(=O)NCCc1cc2cc(C)c(C)cc2[nH]c1=O	0%	1%	-9%[46.1 µM]	8.7%	-2%	-4%	-13%[38.3 µM]
COc1ccc2c(CC(=O)Nc3nccs3)coc2c1	-3%	-18%	-1%	0.2%	0%	.	4%
O=C(N/N=C/c1cccs1)C1COc2ccccc2O1 (centres undefined)	-1%	-2%	-1%[46.1 µM]	2.8%	10%	?	18%[38.3 µM]
CC(=O)N1CCc2cc(S(=O)(=O)NCCC(=O)NCCc3ccccc3)ccc21	4%	2%	0%[46.1 µM]	2.4%	-2%	-15%	3%[38.3 µM]

# The listing continues:
Structure	KinaseGlo FLuc	CBFb-RUNX1 inh	NPSR antagonist	Epigenetic reg	aGal spleen mod	LMNA splice mod	IMPase Li inh
CN(C)/N=C/c1ccc(N2CCOCC2)cc1	-19%	-11%	-1%	-0.5%	-4%	31%[46 µM]	5%
CCCn1nc(NC(=O)c2ccco2)c2cc3ccc(C)cc3nc21	-2%	?	-3%[46.1 µM]	1.0%	13%	3%	10%[38.3 µM]
O=C1CC(=C2c3ccccc3-c3ccccc32)C(=O)N1CCCCN1CCN(c2ccccc2)CC1	-1%	?	-10%[46.1 µM]	0.0%	-6%	-6%	2%
COCCN(C(=S)Nc1cccc(C)c1)C(C)c1cccnc1 (centres undefined)	1%	1%	0%	-1.0%	1%	3%[46 µM]	0%
Cc1nc2ccccc2c(=O)n1NCc1cc(Br)cs1	-2%	10%	-16%[46.1 µM]	-0.1%	2%	-8%	3%[38.3 µM]
Cc1c(Cc2ccc3c(c2)OCO3)sc(NC(=O)C2CC2)c1C(N)=O	.	1%	-5%	-1.0%	-6%	.	.
NC(=O)CC(NC(=O)Cc1ccc(Br)cc1)c1ccc(NCc2ccc(F)cc2)c([N+](=O)[O-])c1 (centres undefined)	.	-14%	4%	?	14%	.	.
CCOC(=O)Cc1csc(NC(=O)Nc2cccc(Cl)c2)n1	0%	8%	-15%	1.1%	9%	?	13%
O=c1[nH]c2ccc(Cl)cc2c(O)c1Cc1ccccc1	-1%	30%	5%	0.0%	1%	.	-16%
CN(C)c1nc(NCc2ccccc2)nc(N/N=C/c2ccccc2F)n1	2%	-13%	-48%	-0.2%	0%	22%[46 µM]	16%
CC(C)C(=O)Nc1ccc(C(=O)NNC(=O)c2ccco2)cc1	2%	-1%	-4%[46.1 µM]	1.6%	-6%	-4%	8%[38.3 µM]
CCOC(=O)C1=C(C)N(CC(C)C)C(=O)C1	1%	-2%	-15%	2.1%	7%	?	2%
O=C(c1ccccc1)N1N=C(c2ccccc2)CC1c1ccccc1O (centres undefined)	-2%	1%	?	1.7%	3%	.	14%
COc1ccnc(Oc2ccc(F)cc2)c1C(=O)N/C=N/OCc1c(Cl)cccc1Cl	7%	-9%	-23%[46.1 µM]	0.0%	3%	-5%	3%
O=C(N/N=C/C(Br)=C/c1ccccc1)C1CC1	5%	-10%	-11%	4.4%	-6%	.	11%

# Continued:
Structure	KinaseGlo FLuc	CBFb-RUNX1 inh	NPSR antagonist	Epigenetic reg	aGal spleen mod	LMNA splice mod	IMPase Li inh
CCOc1cccc(NC(=O)C2CCCN(S(=O)(=O)c3ccc(-n4cnnn4)cc3)C2)c1 (centres undefined)	7%	12%	-10%[46.1 µM]	0.0%	-3%	6%	-11%[38.3 µM]
COc1ccc(CCNC(=S)NCc2ccc(Cl)c(Cl)c2)cc1OC	2%	2%	-5%	2.2%	2%	?	11%
O=C(O)c1ccc(CSc2nnnn2C2CCCCC2)cc1	1%	-10%	-4%[46.1 µM]	2.7%	11%	-8%	13%
CCN1C(=O)/C(=C/c2nc3ccccc3c(=O)n2-c2ccc(C)cc2)c2ccccc21	2%	7%	?	2.3%	1%	-19%	13%
